Source: PubChem
PNC assembly inh – perinucleolar compartment assembly inhibition; PC3M PTB-GFP, PNC prevalence imaging, 16 h; hits give low values; activity change (PNC), negative = inhibition, % at 10 µM; hit rate 3.1% among 140,000;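 active = readout at or below -70, meaning at least 70% loss of cells showing the perinucleolar compartment, a nuclear body marking cancer cells; inconclusive = readout between -30 and a set limit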;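 note: plate controls were DMSO wells for no effect and camptothecin positive control wells for full effect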
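Compounds are pinned in duplicate onto adhered PC3M cells stably expressing GFP-tagged PTB and incubated 16 h at 37 C. Cells are then fixed, nuclei stained with Hoechst, and PNC-positive cells counted.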
IMPase cell inh – IMPase inhibition in cells | P97697 | CHO-M1 cells, IP1 accumulation, HTRF TR-FRET ratio | inhibition (IP1 accumulation), % at 46.1 µM | 120,000 tested, under 10 active | AID 901; active = well fitted curve in the direction sought with a large enough effect in the signal ratio, not every such curve was filed as active; inconclusive = small, poorly fitted or top-dose-only effect, or a change in a side signal; inactive = no such curve, though single readings can be large or run the other way; the % refers to the signal ratio;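 note: cells stimulated with carbachol in lithium chloride buffer; plate controls were DMSO basal wells for no effect and reference inhibitor wells for full effect; higher means more IMPase inhibition seen as more IP1 and lower FRET ratio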
Target sequence (P97697 whole entry, looked up): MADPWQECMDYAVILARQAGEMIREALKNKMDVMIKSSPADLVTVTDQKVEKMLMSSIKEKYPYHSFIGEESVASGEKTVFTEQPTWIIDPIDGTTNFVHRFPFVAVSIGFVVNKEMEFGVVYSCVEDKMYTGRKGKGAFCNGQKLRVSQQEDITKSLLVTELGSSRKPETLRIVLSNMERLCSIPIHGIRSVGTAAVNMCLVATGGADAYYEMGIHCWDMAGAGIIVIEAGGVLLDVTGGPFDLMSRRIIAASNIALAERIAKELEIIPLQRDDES
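Carbachol-driven Gq signalling in CHO-M1 cells (2000/well) generates IP1. Compounds that block IMPase raise IP1 and so reduce the FRET signal from Eu-anti-IP1 and d2-IP1 after a 10 min room-temperature lysis.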
ALOX15B inhib – 15-hLO-2 (ALOX15B) enzyme inhibition; purified 15hLO-2, xylenol orange hydroperoxide absorbance; Potency, µM (highest dose often 57.1 µM), for inactives: at the highest dose activity change, negative = inhibition, actives largely listed as inhibitors; hit rate 0.56% among 110,000; O15296; note: potency is the fitted concentration of half-maximal effect; nearly all actives have a fitted effect of over 60% in size; many of its hits are not listed in these tables
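Screening format was qHTS against 50 nM purified 15hLO-2 in Hepes pH 7.5 with detergent. Activity follows hydroperoxide formation from 45 uM arachidonic acid, measured as 573:405 nm absorbance ratio of the ferric-xylenol orange complex.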
12-hLO inh – blocks human 12-lipoxygenase activity | Potency, µM (titrated, usually from 57.1 µM), inactives show at the top dose activity change, negative = inhibition, most hits filed as inhibitors | purified 12-hLO, xylenol orange hydroperoxide absorbance | hit rate 0.12% among 150,000 | P18054; note: potency is the fitted concentration of half-maximal effect; nearly all actives have a fitted effect of over 55% in size; many of its hits are not listed in these tables
Target sequence (P18054 whole entry, looked up): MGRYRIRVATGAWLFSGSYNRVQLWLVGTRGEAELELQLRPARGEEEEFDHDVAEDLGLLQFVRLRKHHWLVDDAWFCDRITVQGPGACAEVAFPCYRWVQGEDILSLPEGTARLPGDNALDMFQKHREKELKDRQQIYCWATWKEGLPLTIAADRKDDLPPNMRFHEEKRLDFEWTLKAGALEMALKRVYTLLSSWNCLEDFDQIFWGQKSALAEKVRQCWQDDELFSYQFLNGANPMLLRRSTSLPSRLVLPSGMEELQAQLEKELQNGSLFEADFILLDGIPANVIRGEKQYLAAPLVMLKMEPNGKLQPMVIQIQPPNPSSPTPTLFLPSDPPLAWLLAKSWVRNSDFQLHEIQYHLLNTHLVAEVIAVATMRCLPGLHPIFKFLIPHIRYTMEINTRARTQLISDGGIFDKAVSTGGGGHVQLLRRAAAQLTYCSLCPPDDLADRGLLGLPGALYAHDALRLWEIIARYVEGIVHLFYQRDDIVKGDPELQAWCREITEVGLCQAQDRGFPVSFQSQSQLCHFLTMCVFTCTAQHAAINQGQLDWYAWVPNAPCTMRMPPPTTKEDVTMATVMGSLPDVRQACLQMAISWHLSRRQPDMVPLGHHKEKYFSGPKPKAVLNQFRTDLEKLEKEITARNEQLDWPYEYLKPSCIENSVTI
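Hydroperoxide formation by human 12-lipoxygenase from 40 uM arachidonic acid was followed colorimetrically via ferric-xylenol orange complex, using the 573/405 nm absorbance ratio. Enzyme concentration was 150 nM, with 30 min reaction at room temperature.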
* = called active by the depositor; ? = inconclusive; . = no result given; [ ] = another dose, or the depositor's remark. Unless noted, calls come from the whole dose curve; as a rule, active = well fitted curve in the direction sought with a large enough effect; inconclusive = small, poorly fitted or top-dose-only effect, or another doubt; inactive = no such curve, though single readings can be large; an effect the other way counts as inactive or inconclusive. Unless noted, % is set by controls: 0 for no effect and ±100 for the full control effect. The list is partial; count on the stated rates, not on these rows.

SMILES	PNC assembly inh	IMPase cell inh	ALOX15B inhib	12-hLO inh
Cc1cc(-c2nnc(-c3cc4ccccc4oc3=O)o2)c(C)n1-c1ccccc1	-28	9	-19%	-8%
c1ccc2c(c1)nc(N1CCOCC1)c1nncn12	?	-9	9%	3%
CCOC(=O)c1c(NC(=O)CSc2nnnn2-c2ccc3c(c2)OCCO3)sc(C)c1C	18	3	-6%	-8%
CCN(CC)S(=O)(=O)c1ccc2oc(C(=O)NCC3COc4ccccc4O3)c(C)c2c1 (stereo not given)	11	12	-6%	-9%
O=C(NN1CCCCC1)c1ccccc1	?	.	.	-3%
O=C(c1noc2c1CCc1ccccc1-2)N1CCc2ccccc2C1	-9	20	-2%	-10%
Cc1ccc(N=C(NOC(=O)c2ccccc2)c2nonc2N)c(C)c1	5	7	-3%	-13%
Cc1ccn2c(Nc3ccccc3C)c(-c3ccncc3)nc2c1	-15	6	.	1%
O=C(COC(=O)c1cccc(C(=O)OCC(=O)c2ccc(Br)cc2)n1)c1ccc(Br)cc1	?	0	-4%	0%
Cc1ccsc1/C=N/N=C1\C(=O)Nc2ccccc21	-21	.	.	-2%
CN(C)c1ccc(NS(=O)(=O)c2cccc(Cl)c2)cc1	52	.	.	-7%
COc1ccccc1-c1c(C#N)c(N)nc2c1CCc1ccccc1-2	?	.	.	-25%
Cc1cc2c(cc1C)NC(c1ccccn1)C1=C(CC(C)(C)CC1=O)N2 (stereo not given)	15	9	5%[2.29 µM]	3%
COc1ccc(COc2ccccc2C(=O)NCc2ccccc2)cc1F	16	.	.	-2%
O=C(Nc1ccc(Cc2ccncc2)cc1)C1CCC(N2C(=O)C3C4C=CC(C4)C3C2=O)CC1 (stereo not given)	?	4	0%	4%
Cc1ccc(S(=O)(=O)c2ccc(Cl)cc2)cc1S(=O)(=O)NC(C(=O)O)C(C)C (stereo not given)	51	.	.	0%
COc1ccc(OCC(=O)N2CCN(c3cccc(Cl)c3)CC2)cc1	12	-6	5%	-5%
CN(C)CCCN(C(=O)c1sc2ccccc2c1Cl)c1nc2c(F)cccc2s1	5	?	.	9%
CCCCC(CC)CNC(=O)c1cc2ccccc2c(=O)o1 (stereo not given)	42	.	.	1%
O=C(Cn1c(=O)n2ncnc2c2c3c(sc21)CCCC3)c1ccccc1	?	-1	5%[2.29 µM]	-4%
Cc1cc(-c2ccccc2)nc(N(C)NC(=O)c2ccc(Cl)cc2)c1S(C)(=O)=O	-6	10	4%	-2%
CCC(CC)C(=O)Nc1cccc(C(=O)Nc2nccs2)c1	-4	2	11%	-17%
CCN(CC(=O)Nc1c(C(=O)OC)[nH]c2ccccc12)c1ccc2c(c1)OCO2	9	15	3%[2.29 µM]	-21%
COc1ccc(-c2cc(C(=O)O)c(C)o2)cc1OC	?	-1	-13%	-3%
COC(=O)/C=C/C(=O)N1CCN(c2ccccc2)CC1	4	.	.	1%
COC(=O)c1ccccc1NC(=O)/C=C/C(=O)O	-84*	.	.	-1%
CCCC(=O)NC1C2CC3CC(C2)CC1C3 (stereo not given)	11	4	-2%	2%
CC(C)Cc1nc(SCC(=O)Nc2ccc(S(N)(=O)=O)cc2)n[nH]1	15	2	3%	9%
Cc1ccc(C2=NN3C(C(=O)c4ccccc4)Oc4ccccc4C3C2)cc1 (stereo not given)	-14	3[1.84 µM]	8%[11.4 µM]	-4%
O=c1[nH]c(N/N=C/c2ccccc2)nc2ccccc12	39	-1	7%	4%
O=C(/C=C/c1cccs1)Nc1cccnc1	?	.	.	23%
COC(=O)c1ccc(NC(c2ccc(Cl)cc2)P(=O)(OC)OC)cc1 (stereo not given)	3	0	.	4%
Cc1cc(C(=O)CSc2nc3ccc(Cl)cc3[nH]2)c(C)n1C	18	1	12%	?
O=C(Nc1ccccc1)C1=C(N2CCOCC2)/C(=C/c2cccnc2)CC1	37	-4	1%	-4%
CC(C)N(Cc1nc(-c2ccc(Cl)cc2)no1)C(=O)CN(C)S(=O)(=O)c1ccc(Cl)cc1	?	-2	9%	-12%
COCCNC(=O)C(c1ccc(Cl)cc1)N(C(=O)CCC(=O)Nc1ccccn1)C1CCCC1 (stereo not given)	-11	0	-2%	-4%
CC(C)N1C(=O)c2ccc(C(=O)O)cc2C1=O	?	-4	5%	0%
Cc1cccc(C)c1NC(=O)c1cccc2c1-c1ccccc1C2=O	?	8	.	2%
CCn1c(CSc2nncn2-c2ccc(OC)cc2)nc2cc(S(=O)(=O)N(C)C)ccc21	-14	6	4%	1%
Cc1ccccc1S(=O)(=O)Cc1ccc(C(=O)NCc2cccnc2)o1	1	1	3%	30%
CCCOc1ccc(NC(=O)C2CC(=O)N3CCCN=C3S2)cc1 (stereo not given)	-6	1	-20%	1%
CCCOc1cc(C)c(S(=O)(=O)NCCOC)cc1C	-3	-2	3%	2%
CCC(=O)NC(=S)Nc1ccc(NC(=O)COc2ccc(Cl)c(C)c2)cc1	-10	.	.	-2%
O=C(c1csc2c1CCCCC2)N1CCN(c2ncccn2)CC1	32	9	0%	0%
CCCNC(=O)C(Cc1ccccc1)NS(=O)(=O)c1ccc2c(c1)c(=O)n(C)c(=O)n2C (stereo not given)	19	-5	-1%	2%
Cc1ccc(NC(=O)CSc2nc3nc(C)cc(C)c3c(=O)[nH]2)cc1	27	1	-23%	-17%
CS(=O)(=O)Nc1nc2n(n1)C(c1ccccc1)C=C(c1ccc(Br)cc1)N2 (stereo not given)	?	?	-12%	-1%
NC(=S)Nc1cccc2cccnc12	85	1	-1%	4%
O=C(COC(=O)c1ccccc1NCc1ccco1)Nc1ccc2c(c1)OCO2	5	7	6%	-15%
Clc1cccc(-c2nn3c(Cn4cnc5ccccc54)nnc3s2)c1	?	-1	15%	-5%
Cc1cccc(S(=O)(=O)c2c(N)n(/N=C/c3cccnc3)c3nc4ccccc4nc23)c1	-11	5	-17%	0%
COCCN(CCOC)C(=O)CC(=O)N(CCOC)CCOC	-3	-5	6%	-1%
COC(=O)c1ccc(S(=O)(=O)N2CCCCCC2)cc1	-12	-3	9%	-8%
O=C(NCCc1ccccc1)C(=O)c1c(-c2ccccc2)cc2ccccn12	?	-1	.	1%
CC(c1ccccc1)C1C(C#N)=C(N)OC2=C1C(=O)CCC2 (stereo not given)	34	7	.	6%
CCSc1nc2ccccc2c(=O)n1OCC(=O)OC	20	0	2%	-1%
CCS(=O)(=O)N1Cc2ccccc2CC1C(=O)Nc1ccc(C)cc1 (stereo not given)	48	6	-4%	-13%
COc1cc(C2C(C#N)=C(N)Oc3cc(C)oc(=O)c32)cc2c1OCO2 (stereo not given)	19	-5	-17%	-13%
Cc1nccc2[nH]c(=O)c(C(=O)NC3CCCCC3C)cc12 (stereo not given)	?	-8	0%	-5%
O=C1CC(c2cccc(Cl)c2)Cc2nc(N3CCN(c4ccccc4)CC3)ncc21 (stereo not given)	?	7	2%	1%

Exported as labelled records: 4 of the compounds above.
canonical_smiles: O=C(c1noc2c1CCc1ccccc1-2)N1CCc2ccccc2C1
- PNC assembly inh = -9
- IMPase cell inh = 20
- ALOX15B inhib = -2%
- 12-hLO inh = -10%

canonical_smiles: O=C(NCCc1ccccc1)C(=O)c1c(-c2ccccc2)cc2ccccn12
- PNC assembly inh = ?
- IMPase cell inh = -1
- ALOX15B inhib = .
- 12-hLO inh = 1%

canonical_smiles: CC(C)N1C(=O)c2ccc(C(=O)O)cc2C1=O
- PNC assembly inh = ?
- IMPase cell inh = -4
- ALOX15B inhib = 5%
- 12-hLO inh = 0%

canonical_smiles: Cc1nccc2[nH]c(=O)c(C(=O)NC3CCCCC3C)cc12 (stereo not given)
- PNC assembly inh = ?
- IMPase cell inh = -8
- ALOX15B inhib = 0%
- 12-hLO inh = -5%

(cont.)
SMILES	PNC assembly inh	IMPase cell inh	ALOX15B inhib	12-hLO inh
O=C(c1cc([N+](=O)[O-])ccc1N1CCCCC1)N1CCCCC1	99	0	-11%	-14%
O=C(c1cc(Cl)c(=O)n(Cc2ccc(Cl)cc2)c1)N1CCOCC1	-15	-9	-5%	2%
CCOc1cc(C(=S)N2CCOCC2)ccc1OC(=O)/C=C/c1ccc(OC)c(OC)c1	31	.	.	4%
CCn1c(SC)nnc1-c1c[nH]c2ccccc12	?	2	2%	2%
Cc1nc2cc(C(=O)OCC(=O)N(CC(C)C)C3CCS(=O)(=O)C3)ccc2n1-c1ccccc1 (stereo not given)	?	1	2%	-4%
COc1ccccc1OCC(=O)Nc1sc2c(c1C(=O)NCC1CCCO1)CCC2 (stereo not given)	5	-2[1.84 µM]	-13%[11.4 µM]	3%
Cc1cc(C)n(C(=O)CNc2ccccc2Cl)n1	110	-2	.	5%
O=C(NC12CC3CC(CC(C3)C1)C2)c1cccnc1	?	1	-2%	9%
Cc1cccc(NC(=S)NC(NC(=O)c2ccco2)C(Cl)(Cl)Cl)c1 (stereo not given)	?	6	-30%	-25%
Cc1cccc(/C=N/NC(=O)CNc2cccc3ccccc23)n1	?	.	.	-3%
COCCCN1C(=O)C(=O)/C(=C(/O)c2ccc(OC(C)C)c(C)c2)C1c1ccncc1 (stereo not given)	-29	-30	-10%	-13%
COCCNC(=O)C1c2cc(OC)c(OC)cc2C(=O)N(C)C1c1cccnc1 (stereo not given)	53	2	-1%	0%
O=[N+]([O-])c1cc(S(=O)(=O)N2CCCC2)ccc1NCCc1ccccc1	32	.	.	1%
CCOC(=O)c1cc(-c2cc3ccccc3o2)nc2c1c(=O)[nH]c(=O)n2CCOC	31	-9	?	6%
O=C(O)C1CCCCC1C(=O)Nc1ccc(Cl)cc1Cl (stereo not given)	-23	-6	2%	-2%
Nc1c(Cl)cc(Cl)cc1C(=O)OCC(=O)N1CCCC1	1	-1	7%	-2%
CCOC(=O)NC1(NCc2ccccc2)Oc2ccccc2O1	13	7	-21%	4%
COC(=O)c1ccc(S(N)(=O)=O)o1	-3	.	.	0%
Cc1ccc(NC(=O)C(=O)NNC(=O)c2ccccc2C)cc1Cl	60	0	9%	-4%
CCCC(=O)Nc1ccc(NC(=O)c2ccco2)c(OC)c1	?	6[1.84 µM]	-5%[11.4 µM]	0%
Cc1ccc(S(=O)(=O)N2CCOCC2)cc1C(=O)OCC(=O)NC1CCS(=O)(=O)C1 (stereo not given)	37	.	.	0%
N#CC(C(=O)c1ccco1)c1ccccn1 (stereo not given)	25	3	-14%	-2%
CCCCCCOC(=O)C[N+](C)(C)CCOC1CC2CCC1(C)C2(C)C (stereo not given)	19	-4[1.84 µM]	10%[11.4 µM]	10%
COC(=O)/C(=C/Nc1ccccc1)[N+](=O)[O-]	-12	-5	-7%	-7%
CC(C)CNC(=O)CCc1c[nH]c2ccccc12	?	-1	-5%	-9%
O=C(Oc1cccc2c(O)cccc12)c1ccccc1	8	12	-15%	-8%
CC1CCCCC1NC(=O)C1CCN(S(=O)(=O)c2cccc3nsnc23)CC1 (stereo not given)	?	-2	-12%	-2%
CC(O)C1CCC2C3CC[C@H]4CC(O)CCC4(C)C3CC3(OCCO3)C12C (stereo not given in full)	23	-5	-5%	-2%
O=C(/C=C/c1ccc(OCCCF)cc1)NCc1ccc(Cl)cc1	7	8	-18%	1%
Cn1nc(CC(=O)Nc2cccnc2N2CCOCC2)c2ccccc2c1=O	-5	2	-2%	-3%
NC(=O)C1CCN(c2nnnn2-c2ccccc2)CC1	-18	-1	2%	1%
COc1ncnc2sc3c(c12)CCCC3	?	0	11%	3%
CCCCn1c(-c2csc(C(C)C)c2)n[nH]c1=S	-109*	.	.	?
NC(=O)c1ccccc1OCC(=O)NS(=O)(=O)c1ccc(Cl)cc1	-22	-3	1%	5%
COc1cc2c(cc1OC)CN(C(=O)NS(=O)(=O)c1ccc(C)cc1)CC2	?	-13	1%	-4%
